WT yeast gro inh – growth inhibition of WT yeast, mitochondrial fusion screen. mitochondrial fusion phenotypic screen, WT strain. inhibition, % at 10 µM. actives 2.1% (n = 190,000); in the data active = inhibition above about 58%; tested in S. cerevisiae
human PMI inhibition – MPI enzyme activity inhibition – biochemical, fluorescence intensity, coupled assay, primary screen (AID 1209) | inhibition, % at 20 µM; hits with a dose series show IC50 in µM | purified PMI enzyme, coupled fluorescence intensity; higher % means a stronger effect | actives 0.42% (n = 190,000);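 note: plate controls were DMSO vehicle for no effect and wells lacking substrate for full effect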
Autophagy mod – alters autophagy in cells; MEF GFP-LC3 puncta imaging; test concentration mostly 10 µM; calls only at 10 µM (by protocol); actives 0.98% (n = 190,000); AID 463193;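 active = percentage of spot-positive cells more than 3 SD above its plate mean, without a fluorescence outlier flag or 80% toxicity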;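 note: spot-positive cell cutoff set from DMSO-treated cells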
Yfh1-off respiration – mitochondrial function rescue without frataxin homolog – Friedreich's ataxia, plus single-dose screen, dose response (AID 1465) | S. cerevisiae Yfh1-off respiration, WST-1 reduction, 72 h; higher fold induction means a stronger effect | one-dose fold induction at 50 µM; EC50 in µM for titrated hits | actives 0.074% (n = 220,000);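 active = fold induction of absorbance versus untreated yeast above a set limit, then at least 30% activation at any dose in follow-up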;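 note: activators that raise dye reduction in frataxin-depleted yeast; strong numbers were not always called active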
Dynein transport – dynein cargo transport inhibition; 3617.4 mouse cells, GR-EGFP nuclear translocation imaging; test concentration mostly 20 µM; stimulated with dexamethasone, 1 µM; stronger effect = lower value; z-score, hits read low; actives 0.47% (n = 220,000); AID 1381;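 active = plate z-score of nuclear minus cytoplasmic receptor signal below a set negative limit, without overly bright fluorescence or cell loss, cut at about -3.5 in these data, passing the limit was not always enough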;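 note: z-score of nuclear minus cytoplasmic ring GR-EGFP intensity difference per well; some compounds called inactive have numbers as strong as hits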
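Buffer or medium – tet-free medium with charcoal-stripped serum · Signal – automated 10x imaging of fixed Hoechst-stained cells · Also added – dexamethasone agonist, 1.0 µM final, for 30 min · Incubation – induction 48 h, compound 1 h, agonist 30 min · Read-out – GR-EGFP nuclear translocation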
Insulin prom up – MIN6 insulin promoter up-regulation; actives 0.3% (n = 190,000); MIN6 insulin promoter-GFP reporter, high-content imaging; stronger effect = higher value; AID 1625; z-score at 5 µM;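 active = z-score above 3 at 5 µM with at least 500 cells counted in the well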
human PMI inhibitors – MPI inhibition at elevated mannose 6-phosphate – biochemical, fluorescence intensity, high mannose 6-phosphate, primary screen (AID 1220). actives 0.66% (n = 190,000). recombinant PMI enzyme, coupled fluorescence intensity; higher % means a stronger effect. inhibition, % at 20 µM, or IC50 in µM where a hit was titrated
b-catenin transl – alters nuclear translocation of beta-catenin in HeLa cells; immunofluorescence imaging; nuclear translocation activity, % at 5 µM; actives 0.3% (n = 190,000);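 active = nuclear translocation activity above 50% at 5 µM, with a well cell count of 50 or more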;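 note: per-cell ratio of nuclear to cytoplasmic median beta-catenin stain intensity; plate controls were DMSO negative control for no effect and GSK-3 inhibitor IX positive control for full effect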
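assay system = human HeLa cells, endogenous beta-catenin | times = compound treatment 24 h, 37°C, 5% CO2 | detection = Anti-beta-catenin immunofluorescence on PFA-fixed, Triton-permeabilized cells, DAPI nuclei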
MT stabilize HCS – microtubule stabilization, imaging screen; HeLa tubulin immunostaining HCS, 24 h; share of cells brighter than vehicle mean+2SD; % tubulin-high responders, % at 10 µM; actives 0.83% (n = 200,000); AID 2205;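 active = plate Z-score above 3 for both tubulin-high and condensed-nucleus cell shares, with cell loss under 80%, at 10 µM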;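 note: anti alpha tubulin signal scored within the nucleus-defined area of each cell; some results filed as inactive read as strong as hits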
WT yeast gro inh mutant strain – recorded beside WT yeast gro inh, whose call it bears; inhibition, %; mitochondrial fusion phenotypic screen, mutant strain inhibition
Dynein transport cytoplasmic EGFP – recorded beside Dynein transport, whose call it bears; z-score; measured here: cytoplasmic GR-EGFP intensity; stronger effect = higher value
Dynein transport nuclear GR-EGFP – recorded beside Dynein transport, whose call it bears; z-score; measured here: nuclear GR-EGFP intensity;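 lower value marks the stronger effect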
Dynein transport cell count – further read-out of Dynein transport, marked with its call; z-score; measured here: cell count per field
Insulin prom up cell count – second read-out of Insulin prom up, no call of its own (marks repeat the call); cell count; measured here: cytotoxicity, nuclei count;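 total cells summed across four imaged fields per well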
b-catenin transl cell count 5 µM – second read-out of b-catenin transl, no call of its own (marks repeat the call); cell count; measured here: cell count, cytotoxicity flag
MT stabilize HCS Hoechst-high % – further read-out of MT stabilize HCS, marked with its call; % Hoechst-high responders; measured here: nuclear condensation Hoechst responders;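 share of cells brighter than vehicle mean plus two SD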
MT stabilize HCS cytotoxicity % – recorded beside MT stabilize HCS, whose call it bears; toxicity, %; measured here: cytotoxicity by cell density;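 0% = mean cell density of plate MIN control wells and 100% = no cells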
Autophagy mod cell loss 18 h – further read-out of Autophagy mod, marked with its call; toxicity, %; measured here: cell loss, nuclei count;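 cell loss after 18 h compound exposure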
Active calls of the source: *; i = inactive; / = not tested or not shown. Cut-off read from the data, not from the text of the source, unless noted: active = inhibition above about 50%; inactive = the rest.

Each structure is followed by: WT yeast gro inh, WT yeast gro inh mutant strain, human PMI inhibition, Autophagy mod, Autophagy mod cell loss 18 h, Yfh1-off respiration, Dynein transport, Dynein transport cytoplasmic EGFP, Dynein transport nuclear GR-EGFP, Dynein transport cell count, Insulin prom up, Insulin prom up cell count, human PMI inhibitors, b-catenin transl, b-catenin transl cell count 5 µM, MT stabilize HCS, MT stabilize HCS Hoechst-high %, MT stabilize HCS cytotoxicity %
CN(CC(=O)NCCc1ccc(Cl)cc1)S(=O)(=O)c1ccc2c(c1)c(=O)n(C)c(=O)n2C
→ 1, -10, 3%, i, 6, i, -0.38, -0.26, -0.22, 0.71, -1.1, 886, 8%, 2.0, 1146, 3.4, 4.0, 4.5
O=c1oc(-c2ccccc2NS(=O)(=O)c2ccc(Cl)cc2)nc2ccccc12
→ /, /, /, /, /, i, 2.1, -0.19, 0.79, -1.4, -0.09, 1416, /, -2.1, 1180, /, /, /
Cc1ccc(OCC(=O)NNC(=O)c2cccnc2)cc1C
→ -9, -14, 4%, i, -11, i, 2.2, -0.15, 0.99, -0.99, 0.45, 1520, 6%, 0.2, 989, 1.2, 2.6, 9.8
CCc1nccn1S(=O)(=O)c1ccc(C)c(C)c1
→ -3, 0, 2%, i, 7, i, 0.43, -0.24, 0.55, 1.2, -0.39, 1809, -3%, -0.2, 1048, 10, 18, 97
CCCCCCOC(=O)Sc1nc2ccccc2o1
→ -16, -59, 3%, i, 1, i, 0.79, 0.16, 0.85, -1, 0.47, 1054, -2%, -2.7, 1207, 0.7, 0.7, 11
COc1cc([N+](=O)[O-])ccc1NC(=O)CCCOc1ccccc1
→ -30, -27, -1%, i, -18, /, -0.47, -0.18, -0.44, -0.14, 0.52, 1407, 7%, 2.1, 1370, 2.4, 2.0, 3.7
O=C(CNS(=O)(=O)c1c(Cl)cccc1Cl)OCC(=O)c1ccc[nH]1
→ /, /, /, /, /, i, -0.54, -0.19, -0.23, 0.48, 0.86, 1482, /, -0.9, 1167, /, /, /
O=C(CSc1nc2ccccc2o1)NCCOc1ccccc1
→ -4, -8, 3%, i, 17, i, -0.2, -0.063, 0.24, -0.93, /, /, -2%, -3.0, 1002, 5.2, 2.5, 6.5
COc1ccc(/C=N/N2C(=O)C3C4C=CC(CC4)C3C2=O)c(OC)c1 (stereo unspecified)
→ -12, -14, 7%, i, -7, i, -0.52, -0.21, -0.33, 0.66, -0.18, 1213, 2%, -2.7, 1055, 2.6, 1.7, 1.7
O=C(Cc1ccccc1)c1c[nH]c(C(=O)NCc2ccncc2)c1
→ -10, 2, -19%, i, 11, i, -0.67, -0.2, -0.97, 0.77, -0.52, 1145, -6%, 0.7, 1086, 2.2, 2.1, 1.7
CCOC(=O)c1ccccc1N1C(=O)C2Sc3[nH]c(=O)sc3C(/C=C/c3ccccc3)C2C1=O (stereo unspecified)
→ 0, -21, 29%, i, -5, i, -0.77, -0.22, -0.82, 0.59, -0.1, 1265, 33%, /, /, 3.5, 4.6, 5.4
COc1ccc(CCNC(=O)CCCCCN2C(=O)c3ccccc3C2=O)cc1OC
→ 9, -6, 2%, i, -4, i, 1.3, 0.58, 0.66, -0.89, -0.18, 1284, 48%, 1.0, 514, 4.0, 1.5, 2.1
Cc1ccc(N=c2sc(C)c(C)n2C)cc1
→ -11, -1, -13%, i, 9, i, 0.75, -0.16, 0.56, -1.6, 0.29, 1323, -12%, /, /, 2.8, 4.8, 13
COC(=O)c1c(NC(=O)COC(=O)c2ccc(O)cc2)sc2c1CCCCC2
→ 2, -1, 11%, i, -7, i, -0.18, -0.14, -0.2, -0.08, -1.8, 1346, 12%, 0.7, 1036, 7.5, 2.0, 8.0
O=c1[nH]c2ccccc2cc1CN(c1ccccc1)S(=O)(=O)c1ccccc1
→ -6, -4, 6%, i, 9, i, -0.13, -0.085, -0.0077, 0.91, -0.02, 1279, 40%, -1.2, 518, 2.0, 2.4, 7.3
CC(C)N(Cc1ccccc1)C(=O)CCc1ccccc1
→ 10, 16, -3%, i, -10, i, -0.24, -0.29, 0.072, 0.14, 0.18, 1589, -5%, 4.5, 903, 1.6, 1.0, 2.8
N#CNC(=Nc1cccc(Cl)c1)Oc1ccccc1
→ /, /, /, /, /, i, -0.8, -0.12, -0.069, 0.91, 0.24, 1012, /, 0.8, 1345, /, /, /
OC1CCN(c2c3c(nc4cc(-c5ccc(Cl)cc5)nn24)CCC3)CC1
→ -3, -7, 3%, i, -7, i, 0.94, 1.1, 0.66, -1.3, -0.99, 899, 12%, -2.0, 1137, 3.0, 1.5, 4.1
N#C/C(=C(/O)c1ccc(-c2cccc([N+](=O)[O-])c2)o1)c1nc2ccccc2s1
→ 27, 21, 1%, i, 18, i, 1.4, 0.063, 1.2, -1.8, -0.07, 1232, 1%, -1.6, 1076, 2.5, 3.3, 4.3
Cn1c(SCc2ccc(Cl)cc2)nnc1-c1ccc2nonc2c1
→ /, /, /, /, /, i, -0.41, 0.18, -0.24, 0.21, 0.39, 1441, /, -0.1, 1348, /, /, /
CCOC(=O)CCc1c(C)c2ccc(OCc3cc([N+](=O)[O-])ccc3OC)cc2oc1=O
→ 8, -3, 3%, i, 2, /, -0.16, -0.053, -0.17, 0.059, -0.01, 1466, 1%, 2.7, 1426, 1.0, 1.1, 3.3
CCOC(=O)C1=C(Cc2ccc(C)cc2)C(=O)c2ccccc2C1=O
→ 23, 20, -21%, i, -10, i, -0.51, -0.32, -0.014, 0.27, 1.8, 796, -46%, /, /, 1.3, 1.5, 6.4
COc1ccc(CCNC(=O)CC(c2ccccc2)c2cccc(C)c2O)cc1OC (stereo unspecified)
→ 2, 9, 19%, i, -11, i, -0.069, -0.15, 0.18, 0.45, -0.41, 1233, 15%, 0.4, 1096, 3.0, 1.3, 4.7
Nc1c(-c2ccc(Cl)cc2)nnn1-c1ccccc1
→ 2, -6, 18%, i, -4, i, -0.81, -0.25, -0.17, 0.88, /, /, 16%, /, /, 1.1, 0.7, 30
CCOc1ccccc1NC(=O)C1CCN(S(=O)(=O)c2cccc3cccnc23)CC1
→ -13, -19, 2%, i, -7, /, -0.27, -0.15, -0.073, 0.22, -1.3, 1008, 3%, -0.6, 1197, 2.3, 3.6, 12
Cc1cccc(OCCC(=O)Nc2ccc(F)c(F)c2)c1
→ 12, 9, 11%, i, -29, i, -0.33, -0.21, 0.04, 0.14, 0.43, 1631, 8%, -0.6, 959, 1.5, 1.8, 3.4
COc1ccc(-c2nn(-c3ccccc3)cc2/C=N/NC(=O)c2cccc(S(=O)(=O)Nc3ccccc3Cl)c2)cc1
→ -16, -4, 3%, i, -12, i, -0.77, -0.23, -0.19, 1.4, -0.39, 1220, -7%, 2.2, 1087, 2.2, 2.0, 6.3
O=C(COC(=O)CCC1CCCC1)Nc1ccc(Cl)cn1
→ -25, -1, 16%, i, 2, i, 2.3, -0.17, 1.4, -1.8, 1.1, 1670, 12%, -0.2, 1055, 3.2, 1.8, 6.1
Cc1ccn2c(CN(C)CCn3nc(C)cc3C)c(C(=O)N3CCCCCC3)nc2c1
→ 5, 14, 6%, i, 11, i, 0.22, -0.29, 0.22, 0.41, -0.01, 1453, 4%, 2.0, 1074, 3.7, 2.9, 2.1
O=C(Cn1ncc2c1-c1ccccc1OC2)Nc1nc2ccccc2s1
→ 28, 44, 16%, i, -1, i, 0.63, -0.1, 0.46, -1.1, 0.67, 1068, 19%, -2.3, 1213, 2.0, 4.4, 9.2
Cc1cccc(C)c1NC(=O)CN(C)C(=O)/C=C/c1cccs1
→ 8, 2, -13%, i, 2, i, -0.78, -0.29, -0.88, 0.43, 0.57, 1211, -10%, /, /, 5.2, 2.2, 6.6

2 entries from above, set out differently.
canonical_smiles: O=C(CSc1nc2ccccc2o1)NCCOc1ccccc1
  WT yeast gro inh: -4; WT yeast gro inh mutant strain: -8; human PMI inhibition: 3%; Autophagy mod: i; Autophagy mod cell loss 18 h: 17; Yfh1-off respiration: i; Dynein transport: -0.2; Dynein transport cytoplasmic EGFP: -0.063; Dynein transport nuclear GR-EGFP: 0.24; Dynein transport cell count: -0.93; Insulin prom up: /; Insulin prom up cell count: /; human PMI inhibitors: -2%; b-catenin transl: -3.0; b-catenin transl cell count 5 µM: 1002; MT stabilize HCS: 5.2; MT stabilize HCS Hoechst-high %: 2.5; MT stabilize HCS cytotoxicity %: 6.5

canonical_smiles: COc1ccc(/C=N/N2C(=O)C3C4C=CC(CC4)C3C2=O)c(OC)c1 (stereo unspecified)
  WT yeast gro inh: -12; WT yeast gro inh mutant strain: -14; human PMI inhibition: 7%; Autophagy mod: i; Autophagy mod cell loss 18 h: -7; Yfh1-off respiration: i; Dynein transport: -0.52; Dynein transport cytoplasmic EGFP: -0.21; Dynein transport nuclear GR-EGFP: -0.33; Dynein transport cell count: 0.66; Insulin prom up: -0.18; Insulin prom up cell count: 1213; human PMI inhibitors: 2%; b-catenin transl: -2.7; b-catenin transl cell count 5 µM: 1055; MT stabilize HCS: 2.6; MT stabilize HCS Hoechst-high %: 1.7; MT stabilize HCS cytotoxicity %: 1.7

Some of these compounds in order of the Dynein transport cell count value, lowest first:
SMILES | Dynein transport cell count
O=c1oc(-c2ccccc2NS(=O)(=O)c2ccc(Cl)cc2)nc2ccccc12 | -1.4
O=C(Cn1ncc2c1-c1ccccc1OC2)Nc1nc2ccccc2s1 | -1.1
Cc1ccc(OCC(=O)NNC(=O)c2cccnc2)cc1C | -0.99

Screens deposited in PubChem by several laboratories.
